Screening results: PubChem, National Center for Advancing Translational Sciences (NCATS)
RORgamma inh = qHTS for inhibitors of ROR gamma transcriptional activity. AID 2551, 2010. Nuclear receptor ROR-gamma (Mus musculus), P51450. Potency, µM (top dose mostly 53.6 µM), without a hit: at the top dose activity change, negative = inhibition, most hits filed as inhibitors. Drosophila S2 Gal4-RORgamma UAS-luciferase reporter, 20 h. 310,000 tested, 5.4% active; further: potency means the concentration at half of the fitted maximal effect; on the % scale 0 is the no-effect control and ±100 the full control effect; nearly all actives have a fitted effect of over 60% in size
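Stably transfected Drosophila Schneider cells are the test system, with ROR gamma fused to Gal4 and luciferase under UAS control; luminescence is read after 20 hr of 700 uM copper sulfate induction at ambient temperature.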
Rab9 prom act = qHTS Assay for Rab9 Promoter Activators; 320,000 tested, 2.8% active; Potency, µM (top dose mostly 9.22 µM), inactives show at the top dose activation, negative = inhibition, actives largely listed as activators; Huh7 Rab9 promoter-luciferase reporter, luminescence, 24 h; AID 485297, 2010; further: potency means the concentration at half of the fitted maximal effect; % of control where 0% means no effect; nearly all actives have a fitted effect of over 60% in size
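Huh7 cells stably carrying a Rab9 promoter-luciferase reporter, 1500 cells per well in OP-MEM I with 10% FBS, treated with compound 24 hours at 37C. Luciferase activity read by luminescence after 10 minutes with Amplite reagent.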
PKM2 activator = qHTS Assay for Activators of Human Muscle isoform 2 Pyruvate Kinase | 260,000 tested, 0.34% active | Pyruvate kinase PKM (Homo sapiens), P14618 | Potency, µM (titrated, usually from 57.5 µM), inactives show at the top dose activation, usual class: activators | AID 1631, 2009 | purified PKM2, Kinase-Glo ATP luminescence, activation; response scale: 0% is enzyme alone, no compound; further: potency means the concentration at half of the fitted maximal effect; on the % scale 0 is the no-effect control and ±100 the full control effect; nearly all actives have a fitted effect of over 55% in size
Target sequence (P14618 whole entry, looked up, canonical isoform): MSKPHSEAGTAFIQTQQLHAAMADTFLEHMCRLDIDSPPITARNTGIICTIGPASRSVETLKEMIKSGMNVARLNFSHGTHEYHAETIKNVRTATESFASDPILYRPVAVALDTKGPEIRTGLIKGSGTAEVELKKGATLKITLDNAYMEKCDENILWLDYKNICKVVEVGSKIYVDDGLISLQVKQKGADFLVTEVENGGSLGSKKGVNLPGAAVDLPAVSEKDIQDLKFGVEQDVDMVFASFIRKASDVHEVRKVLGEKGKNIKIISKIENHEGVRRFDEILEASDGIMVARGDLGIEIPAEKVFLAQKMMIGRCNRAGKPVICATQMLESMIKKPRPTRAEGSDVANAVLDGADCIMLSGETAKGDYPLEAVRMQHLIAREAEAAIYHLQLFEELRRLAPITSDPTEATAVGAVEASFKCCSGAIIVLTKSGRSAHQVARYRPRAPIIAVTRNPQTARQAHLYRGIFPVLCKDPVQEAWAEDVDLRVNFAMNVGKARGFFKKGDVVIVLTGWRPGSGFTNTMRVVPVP
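Purified hPK-M2 (>95%) run at intermediate activity with 0.1 mM ADP and 0.5 mM PEP in 50 mM imidazole pH 7.2, KCl, MgCl2; 1 h room temperature. ATP formed read by Kinase-Glo luminescence; normalized to uninhibited and no-enzyme controls.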
p53 reactivation = qHTS assay for re-activators of p53 using a Luc reporter; H1299 p53-A138V BP100-luciferase reporter, luminescence, 24 h; Potency, µM (top dose mostly 92.2 µM), for the others: at the top dose activity change, positive = activation, hits mostly activators; 320,000 tested, 0.063% active; AID 504706, 2011; further: potency means the concentration at half of the fitted maximal effect; % of control where 0% means no effect; nearly all actives have a fitted effect of over 45% in size
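H1299 (p53-null), stable ts p53-A138V + BP100-Luc; 1000 cells/well, Opti-MEM/10% FBS; cpd 4 pt, 1:5; 24 h, 37 deg C, 5% CO2; detection reagent 10 min RT; luminescence.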
Menin-MLL TR inh = qHTS Assay for Inhibitors Targeting the Menin-MLL Interaction in MLL Related Leukemias: Competition With Texas Red Labeled MLL-derived Mutant Peptide | O00255 | Menin + Texas Red MLL mutant peptide, fluorescence polarization | Potency, µM (doses to about 61.6 µM), inactives show at the top dose FP activity change, negative = inhibition, actives largely listed as inhibitors | 270,000 tested, 0.23% active; active means well fitted inhibition curve with a large enough effect in the polarisation, with a control signal flat, not every such curve was filed as active; inconclusive means small, poorly fitted or top-dose-only effect, or effect the other way, or a change in a side signal; inactive means no such curve, though single readings can be large or run the other way; the % refers to the polarisation; further: potency means the concentration at half of the fitted maximal effect; % of control where 0% means no effect; many of its hits are not listed in these tables
NPC1 prom act = qHTS Assay for NPC1 Promoter Activators | Huh7 NPC1 promoter luciferase reporter, 24 h | Potency, µM (doses to about 9.22 µM), for inactives: at the top dose activation, hits mostly activators | 320,000 tested, 2.4% active;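 further: potency means the concentration at half of the fitted maximal effect; % of control where 0% means no effect; nearly all actives have a fitted effect of over 60% in size; reporter is driven by a mutant NPC1 promoter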
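Compounds in DMSO were transferred onto Huh7 NPC1-luciferase reporter cells pre-incubated 2 h; after 24 h at 37 °C, Amplite reagent was dispensed and luminescence recorded 10 min later.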
FLuc modulator = qHTS profiling assay for firefly luciferase inhibitor/activator using purifed enzyme and Km concentrations of substrates (counterscreen for miR-21 project); Luciferin 4-monooxygenase (Photinus pyralis), P08659; Potency, µM (top dose mostly 57.5 µM), for inactives: top-dose activity change, negative = inhibition, hits mostly inhibitors; 360,000 tested, 6.9% active; purified FLuc, Km substrates, luminescence inhibition;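 further: potency means the concentration at half of the fitted maximal effect; plate controls were vehicle for no effect and reference inhibitor for full effect; nearly all actives have a fitted effect of over 55% in size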
Target sequence (P08659 whole entry, looked up): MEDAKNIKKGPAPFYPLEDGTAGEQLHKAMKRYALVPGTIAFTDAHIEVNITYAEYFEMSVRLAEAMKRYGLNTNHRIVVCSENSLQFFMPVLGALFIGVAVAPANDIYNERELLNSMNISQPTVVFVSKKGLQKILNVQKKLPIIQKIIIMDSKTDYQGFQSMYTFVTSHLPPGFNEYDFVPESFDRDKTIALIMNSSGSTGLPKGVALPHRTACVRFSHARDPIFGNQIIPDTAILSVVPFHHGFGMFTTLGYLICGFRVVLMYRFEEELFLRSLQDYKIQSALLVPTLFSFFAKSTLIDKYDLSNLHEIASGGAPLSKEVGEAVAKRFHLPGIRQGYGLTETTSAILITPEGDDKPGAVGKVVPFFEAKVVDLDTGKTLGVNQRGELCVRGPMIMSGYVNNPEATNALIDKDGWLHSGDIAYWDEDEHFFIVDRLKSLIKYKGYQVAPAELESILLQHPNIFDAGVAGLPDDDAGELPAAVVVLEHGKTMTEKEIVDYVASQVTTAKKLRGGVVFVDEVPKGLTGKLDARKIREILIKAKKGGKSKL
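Purified P. pyralis luciferase, 10 nM final, with Km-level 10 uM D-luciferin and 10 uM ATP in 50 mM Tris acetate pH 7.5, 10 mM Mg acetate, 0.01% Tween-20, 0.05% BSA; 6-point qHTS titration about 60 µM downward; luminescence read.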
Giardia killer = Small Molecules that selectively kill Giardia lamblia: qHTS; AID 540267, 2011; Giardia lamblia trophozoite viability; activity change, % at 7.66 µM, hits read low; 340,000 tested, 0.15% active; in the data active means activity change below about -80%; inconclusive means between about -30% and that limit;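 further: parasites exposed to compound for two days anaerobically before the ATP read; on the % scale 0 is the no-effect control and ±100 the full control effect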
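Luminescent ATP signal served as the viability read-out, measured 15-30 min after adding ATP detection reagent to trophozoites that had been incubated with compounds for 48 hrs at 37 deg C anaerobically at 100 cells/well.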
ELG1 genotox = qHTS screen for small molecules that induce genotoxicity in human embryonic kidney (HEK293T) cells expressing luciferase-tagged ELG1; Potency, µM (series often up to 46 µM), inactives show at the top dose activity change, positive = activation, hits mostly activators; HEK293T ELG1-luciferase reporter, luminescence, 16 h; 330,000 tested, 1.3% active; further: potency means the concentration at half of the fitted maximal effect; % of control where 0% means no effect; nearly all actives have a fitted effect of over 60% in size
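Reporter readout depends on ELG1 protein level, which increases with genetic stress. After 16 hr compound exposure at 37 °C, luciferase activity was quantified using ONE-Glo.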
BRCA1 expr up = qHTS Assay to Identify Small Molecule Activators of BRCA1 Expression. MCF7-BRCA1-FFLuc reporter, luminescence, 48 h; response scale: scaled: vehicle 0%, 10 µM genistein 100%. Potency, µM (top dose mostly 46.1 µM), inactives show at the highest dose activation, actives largely listed as activators. 380,000 tested, 1.1% active; further: potency means the concentration at half of the fitted maximal effect; nearly all actives have a fitted effect of over 80% in size; some results filed as inactive show a strong effect at the top dose
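Activators of BRCA1 expression were detected as increased firefly luciferase luminescence in engineered MCF7 cells after 48 h compound incubation. Signals were scaled to genistein 10 microM as full activation.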
VP16 counter = VP16 counterscreen qHTS for inhibitors of ROR gamma transcriptional activity; Drosophila S2 Gal4-VP16 UAS-luciferase, luminescence, 20 h; Potency, µM (series often up to 53.6 µM), inactives show at the top dose activity, negative = inhibition, most hits filed as inhibitors; 310,000 tested, 3.5% active; AID 2546, 2010;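 further: Gal4-VP16 expression switched on by copper sulfate through the metallothionein promoter; potency means the concentration at half of the fitted maximal effect; on the % scale 0 is the no-effect control and ±100 the full control effect; nearly all actives have a fitted effect of over 50% in size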
* = called active by the depositor; ? = inconclusive; . = not tested or not shown; [ ] = another dose, or the depositor's remark. Unless noted, the call rests on the fitted dose curve; in most records, active means well fitted curve in the direction sought with a large enough effect; inconclusive means small, poorly fitted or top-dose-only effect, or another doubt; inactive means no such curve, though single readings can be large; an effect the other way counts as inactive or inconclusive. A portion of the library (hit frequency here may not be typical).

SMILES	RORgamma inh	Rab9 prom act	PKM2 activator	p53 reactivation	Menin-MLL TR inh	NPC1 prom act	FLuc modulator	Giardia killer	ELG1 genotox	BRCA1 expr up	VP16 counter
CCOC(=O)c1cnc2c(c(C)nn2CC)c1NCCN1CCOCC1	-7%	2%	-3%	-1%	-25%	1%	-1%	-21	12%	5%	-4%
CCC(C)(C)NC(=O)C(c1ccc(C)cc1)N(Cc1ccco1)C(=O)Cn1nnc2ccccc21 (configuration not stated)	-33%	-7%	-1%	2%	-1%	-4%	4%	1	9%	-11%	?
COc1ccc(N2C(=O)CCC(C(=O)N3CCCCCC3)C2c2ccc(OC)c(OC)c2)cc1 (configuration not stated)	3%	0%	0%	1%	-11%	1%	3%	-10	?	0%	-4%
C/C(=N\NC(=O)c1ccc(Br)cc1)c1cccnc1	?	?	-13%	-5%	?	26%	13µM*	?	?	89%	-19%
C/C(=N\NC(=O)CC1N=C(Cc2ccccc2)NNC1=O)c1ccccc1 (configuration not stated)	-3%	-2%	-7%	-4%	5%	3%	-7%	2	0%	-30%	1%
Cc1ccc2c(CSc3nnc4ccccn34)cc(=O)oc2c1C	1%	3%	1%	26%	4%	2%	?	8	10%	22%	-6%
COc1cc(NC(=O)C2=C(C)OCCS2)c(Cl)cc1C(=O)NCCN1CCN(C)CC1	-16%	-4%	-4%	8%	-7%	-2%	-1%	2	3%	3%	-8%
Cc1cc(C(=O)c2cnc(/N=C/N(C)C)s2)cc(C)c1O	18%	1%	6%	-1%	1%	-4%	-9%	-9	?	-21%	-2%
CC(C)(C)Nc1c(-c2ccc(O)cc2)nc2ccc(Cl)cn12	?	-5%	-9%	0%	?	0%	-1%	5	16%	0%	?
CCOC(=O)Cn1c(CCC(=O)O)ccc1-c1ccc(F)cc1	0%	-4%	6%	-2%	9%	0%	-1%	-18	5%	-13%	-14%
CSc1nc2ccccc2n1CC(=O)Nc1cc(C(F)(F)F)ccc1N1CCOCC1	24%	-6%	8%	-3%	7%	-6%	0%	-18	-3%	-36%	2%
CN(CCOc1ccc(Cl)cc1)C(=O)c1cc([N+](=O)[O-])ccc1N1CCOCC1	.	-4%	.	-8%	.	-4%	9%	-11	-4%	-18%	.
COc1ccc(C(=O)CCC(=O)NCCc2c[nH]c3ccccc23)cc1	-2%	-3%	.	9%	14%	2%	-7%	4	0%	-21%	0%
O=C1C=C(c2ccc(C(=O)O)cc2)C[C@@H](c2ccc(Cl)cc2)C1	.	12%	.	?	.	14%	-25%	-7	7%	37%	.
COc1ccccc1NC(=O)/C(C#N)=C/c1cccnc1	-30%	-7%	-12%	17%	6%	2%	-8%	-4	1%	-29%	-1%

Limited to VP16 counter, for five of the compounds above:
SMILES	VP16 counter
CCC(C)(C)NC(=O)C(c1ccc(C)cc1)N(Cc1ccco1)C(=O)Cn1nnc2ccccc21 (configuration not stated)	?
COc1ccc(N2C(=O)CCC(C(=O)N3CCCCCC3)C2c2ccc(OC)c(OC)c2)cc1 (configuration not stated)	-4%
C/C(=N\NC(=O)c1ccc(Br)cc1)c1cccnc1	-19%
C/C(=N\NC(=O)CC1N=C(Cc2ccccc2)NNC1=O)c1ccccc1 (configuration not stated)	1%
Cc1ccc2c(CSc3nnc4ccccn34)cc(=O)oc2c1C	-6%

More structures follow.
SMILES	RORgamma inh	Rab9 prom act	PKM2 activator	p53 reactivation	Menin-MLL TR inh	NPC1 prom act	FLuc modulator	Giardia killer	ELG1 genotox	BRCA1 expr up	VP16 counter
C=CCNC(=S)NNC(=O)COc1cccc(Cl)c1	1.3µM*	3%	-1%	0%	0%	3%	6%	0	2%	6%	8.9µM*
CC1CC(C)(C)CC2(C1)NC(=O)N(CC(=O)NCCc1c[nH]c3ccccc13)C2=O (configuration not stated)	12%	-2%	4%	-1%	?	0%	0%	5	-2%	-47%	16%
c1ccc(-c2ncnc3cc4n(c23)CCC4)cc1	?	-2%	-7%	-6%	-10%	-3%	-2%	10	-4%	1%	-3%
Cc1ccccc1OCC(=O)OCC(=O)NCCc1ccccc1	.	-3%	.	-4%	.	1%	6%	7	1%	0%	.
CN(CC1CCCO1)S(=O)(=O)c1ccc(C(=O)N2CCN(c3ccccc3)CC2)cc1 (configuration not stated)	34%	-9%	-6%	-4%	-15%	-1%	1%	7	-8%	5%	-11%
CCOC(=O)c1cnn2c(C)cc(-c3ccccc3)nc12	-4%	3.5µM*	0%	20%	3%	?	19µM*	-2	9.2µM*	71%	-18%
COc1ccc(-c2noc(CCCC(=O)NC3CCCCC3)n2)cc1OC	14%	0%	.	-3%	-17%	-7%	-4%	1	-9%	-3%	3%
Cc1cc(Cl)c(OCCOCCN2CCC(C)CC2)c(Br)c1	-17%	-12%	1%	1%	-23%	-5%	-2%	14	-6%	-64%	-9%
CCOC(=O)c1sc(NC(C)=O)c(C(=O)OCC)c1C	0%	-1%	1%	-5%	-10%	0%	-1%	6	0%	-8%	0%
Cc1cc(C)nc(-n2nc(C)cc2NC(=O)c2cccc(S(=O)(=O)N(C)C)c2)n1	?	-5%	0%	-2%	3%	-2%	0%	-1	-2%	4%	-3%
O=C1OCCC1Sc1nc2ccccc2c(=O)n1Cc1ccc(F)cc1 (configuration not stated)	4µM*	-1%	-4%	-22%	19%	1%	-4%	20	-2%	-5%	8.9µM*
CC(=O)c1ccc(NC(=S)N2CCN(CCN3C(=O)c4cccc5cccc(c45)C3=O)CC2)cc1	5%	-5%	4%	-15%	1%	-1%	5%	-14	3%	-32%	-5%
Nc1nc(SCC(=O)Nc2ccc(Cl)cc2C(F)(F)F)n[nH]1	1%	20%	-1%	12%	.	0%	3%	-6	0%	-13%	1%
COC(=O)Cn1ncc2c3ccccc3n(C)c2c1=O	-13%	21%	9%	?	-4%	29%	?	-5	10%	79%	3%
Cc1nc(Cl)c2c(n1)N(CC(N)=O)C(=O)CO2	5%	3%	1%	12%	-6%	4%	2%	-16	8%	-9%	-23%
Cc1ccc2nccc(C(=O)N3CCCC(N4CCN(c5ccc(F)cc5)CC4)C3)c2c1 (configuration not stated)	2%	-1%	-1%	13%	.	-4%	-1%	-15	-1%	9%	-6%
CCCCN(C)C(=O)c1nc2ccccn2c1CN1CCC[C@H]1C(=O)OC	-26%	1%	-3%	-2%	7%	-2%	-2%	-5	1%	0%	1%
O=S1(=O)CCOC[C@H](CC2CCCCC2)N1Cc1cccc(F)c1	-38%	-2%	-3%	0%	-9%	-4%	0%	1	0%	0%	6%
Cc1ccc2oc(C(=O)NC3CCS(=O)(=O)C3)c(C)c2c1 (configuration not stated)	.	14%	7%	.	16%	17%	-16%	-12	17%	46%	.
CC(C)OP(=O)(OC(C)C)C(Nc1ccccc1)c1cccnc1 (configuration not stated)	-5%	0%	2%	-2%	.	1%	-2%	9	-10%	1%	-5%
O=C(C1=C(O)C(=O)N(CC2CCCO2)C1c1cccc(O)c1)c1ccco1 (configuration not stated)	6%	-1%	.	9%	-3%	-3%	-1%	9	4%	-20%	-7%
Cc1ccccc1CN1C(=O)/C(=C\c2ccc(C(=O)NCCN3CCOCC3)cc2)Sc2ccccc21	?	-3%	.	-5%	1%	1%	-4%	24	1%[9.26 µM]	-24%	?

An excerpt from above in order of the NPC1 prom act value, highest first:
smiles | NPC1 prom act
CCCCN(C)C(=O)c1nc2ccccn2c1CN1CCC[C@H]1C(=O)OC | -2%
O=C(C1=C(O)C(=O)N(CC2CCCO2)C1c1cccc(O)c1)c1ccco1 (configuration not stated) | -3%
O=S1(=O)CCOC[C@H](CC2CCCCC2)N1Cc1cccc(F)c1 | -4%
